PERK inh: block of dimerizer-induced PERK translation repression, primary screen, PERK inhibitor project, CHO PERK-DD cells, SEAP luminescence, HTS; Eukaryotic translation initiation factor 2-alpha kinase 3 (Homo sapiens), Q9NZJ5; CHO PERK-DD fusion, SEAP luminescence translation reporter; inhibition, % at 5.6 µM; actives 0.17% (n = 220,000); AID 1416, 2008;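 active = inhibition above the mean inhibition of all tested compounds plus 3 SD, set separately per screening campaign, cut at about 2.9% in these data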;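 also: PERK kinase domain activated by AP20187 dimerizer at 100 nM; 0% = DMSO with dimerizer and 100% = rapamycin at 8.4 µM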
Rad51 HR inh: human RAD51 strand exchange inhibitors, primary screen, biochemical, fluorescence; DNA repair protein RAD51 homolog 1 (Homo sapiens), Q06609; hRad51 DNA strand exchange, fluorescence dequenching; inhibition, % at 10 µM; actives 0.085% (n = 200,000);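 active = inhibition above 40% at the single screening dose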;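 also: 0% = DMSO control wells and 100% = blanks with heterologous ssDNA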
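material = hRad51 filaments on single-stranded DNA | reagent = Donor/quencher-labelled 47-bp dsDNA substrate | compound = 10 µM final, single point | schedule = strand-exchange reaction 15 min at room temperature | measured by = fluorescein emission 520 nm, excitation 485 nm | read-out basis = % inhibition versus plate control and blank means | benchmarks = plate controls and plate blanks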
EBV gp42 inh: Epstein-Barr virus gp42 inhibitors, primary screen, biochemical, uHTS, fluorescence polarization | Glycoprotein 42 (Epstein-Barr virus (strain AG876)), Q1HVG2 | Fluorescence polarization binding assay, mP read-out | inhibition, % (tested at 21.74 µM) | actives 0.42% (n = 220,000); in the data active = inhibition above about 50%
TNF necrop inh: inhibitors of TNF-alpha triggered necroptosis, primary screen, cell-based, Jurkat FADD-/-, single concentration; Jurkat FADD-/- TNF necroptosis rescue, ATP luminescence, 24 h; 0 = TNF only, 100 = no-TNF cells; activation (protection from cell death), % at 10 µM; actives 0.068% (n = 220,000);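 active = activation, meaning protection from cell death, of at least 50% relative to plate controls; inactive = activation below 50%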;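 also: necroptosis triggered by 40 ng/mL TNF-alpha added together with compound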
Calpain2 inh: inhibitors of pig calpain II, primary screen, biochemical, fluorogenic peptide substrate, 1536-well; actives 0.37% (n = 220,000); AID 1236, 2008; inhibition, % at 16 µM; purified calpain II, 30 min;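 active = inhibition above about 50%, limit read from the data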
Mdm2 ligase inh: MDM2-luciferase reporter signal enhancers, primary screen, MDM2 E3 ligase inhibitor project, cell-based, luminescence, 1536-well; signal enhancement, % at 5 µM; actives 0.11% (n = 210,000); cell-based MDM2 ubiquitination luciferase reporter, 2 h; 0 = plate control, 100 = twice control, blank-subtracted;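 active = signal enhancement of 30% or more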;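 also: luminescence tracks abundance of the self-degrading MDM2-luciferase fusion protein; higher signal means inhibition of MDM2 E3 ligase activity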
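Buffer or medium: Cells held in DMEM | Assay system: Stable mammalian line carrying autodegrading MDM2–luciferase fusion reporter | Quantity: 2000 cells/well | Times: 4 h settle plus 2 h compound, 37 °C | Doses: One concentration, 5 µM, with 0.2% DMSO | Technique: Luminescence with SteadyLite reagent, 15 min at room temperature | Benchmarks: Plate controls and plate blanks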
eIF4E-4G inh: eIF4E–eIF4G protein interaction inhibitors, primary screen, biochemical, uHTS, TR-FRET, eIF4GI fragment; Eukaryotic translation initiation factor 4E (Mus musculus) + Eukaryotic translation …; TR-FRET eIF4E-eIF4GI(517-606) binding, 2 h; inhibition, % at 21.7 µM; actives 0.37% (n = 220,000); AID 782, 2007;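 active = inhibition above about 30%, limit read from the data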;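 also: 0% = full FRET control wells and 100% = background wells lacking eIF4GI fragment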
Target sequence (P63073 whole entry, looked up, the tested form may be a part): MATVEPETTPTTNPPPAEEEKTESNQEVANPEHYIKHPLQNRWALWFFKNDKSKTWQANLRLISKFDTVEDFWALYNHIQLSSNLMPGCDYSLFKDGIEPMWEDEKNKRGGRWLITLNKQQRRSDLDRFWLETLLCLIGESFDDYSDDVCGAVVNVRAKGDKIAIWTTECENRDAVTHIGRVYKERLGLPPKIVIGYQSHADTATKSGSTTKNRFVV
Target sequence (Q04637 whole entry, looked up, the tested form may be a part): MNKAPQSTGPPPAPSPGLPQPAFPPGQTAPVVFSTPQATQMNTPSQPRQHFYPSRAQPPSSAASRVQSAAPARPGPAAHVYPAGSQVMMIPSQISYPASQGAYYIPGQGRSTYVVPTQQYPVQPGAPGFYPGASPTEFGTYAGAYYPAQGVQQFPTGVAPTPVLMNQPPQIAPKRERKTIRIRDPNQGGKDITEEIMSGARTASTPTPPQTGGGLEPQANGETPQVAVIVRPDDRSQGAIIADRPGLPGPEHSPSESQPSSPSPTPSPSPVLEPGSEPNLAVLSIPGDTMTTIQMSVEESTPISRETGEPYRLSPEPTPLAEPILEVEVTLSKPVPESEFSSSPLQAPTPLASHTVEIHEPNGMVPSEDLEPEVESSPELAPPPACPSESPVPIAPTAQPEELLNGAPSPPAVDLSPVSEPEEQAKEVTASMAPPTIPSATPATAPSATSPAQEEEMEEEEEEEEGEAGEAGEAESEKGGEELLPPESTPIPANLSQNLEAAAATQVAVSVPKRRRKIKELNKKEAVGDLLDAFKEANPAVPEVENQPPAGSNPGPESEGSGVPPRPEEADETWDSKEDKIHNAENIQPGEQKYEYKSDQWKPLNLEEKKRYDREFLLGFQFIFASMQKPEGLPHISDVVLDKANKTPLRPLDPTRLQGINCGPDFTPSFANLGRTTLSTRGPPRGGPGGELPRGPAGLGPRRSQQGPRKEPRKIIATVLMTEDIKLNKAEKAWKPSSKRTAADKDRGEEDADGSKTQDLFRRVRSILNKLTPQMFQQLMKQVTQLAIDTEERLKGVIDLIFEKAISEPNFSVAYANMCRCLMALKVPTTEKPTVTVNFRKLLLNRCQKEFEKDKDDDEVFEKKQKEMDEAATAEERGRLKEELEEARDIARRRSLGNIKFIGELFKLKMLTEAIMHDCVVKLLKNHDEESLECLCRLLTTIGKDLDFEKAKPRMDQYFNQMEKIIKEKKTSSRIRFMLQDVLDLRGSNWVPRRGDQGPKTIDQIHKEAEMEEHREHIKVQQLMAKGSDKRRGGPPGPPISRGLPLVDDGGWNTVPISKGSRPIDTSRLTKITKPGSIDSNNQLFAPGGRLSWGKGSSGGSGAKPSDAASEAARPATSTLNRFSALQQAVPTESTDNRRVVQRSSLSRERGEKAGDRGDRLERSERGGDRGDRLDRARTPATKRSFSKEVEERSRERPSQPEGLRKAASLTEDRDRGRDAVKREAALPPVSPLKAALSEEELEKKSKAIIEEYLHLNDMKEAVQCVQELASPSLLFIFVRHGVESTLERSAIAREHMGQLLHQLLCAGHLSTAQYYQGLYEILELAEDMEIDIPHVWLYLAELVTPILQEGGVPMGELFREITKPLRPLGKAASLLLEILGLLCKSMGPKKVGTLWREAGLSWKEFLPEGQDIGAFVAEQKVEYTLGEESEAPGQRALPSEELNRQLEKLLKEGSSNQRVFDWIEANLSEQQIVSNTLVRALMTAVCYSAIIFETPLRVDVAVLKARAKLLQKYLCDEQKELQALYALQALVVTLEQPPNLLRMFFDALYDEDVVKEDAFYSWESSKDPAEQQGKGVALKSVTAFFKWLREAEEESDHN
Cl transport mod: KCC2 cotransporter modulators, thallium flux, primary screen, cell-based, HEK293 KCC2, FluoZin-2 fluorescence, MLSMR | actives 2.2% (n = 190,000) | B-score of Tl+ flux slope (higher = more flux/activation; lower = inhibition) at 10 µM | AID 1456, 2008 | Solute carrier family 12 member 5 (Homo sapiens), Q9H2X9 | KCC2 cells, thallium flux FluoZin-2 fluorescence;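 active = thallium flux slope and its plate-corrected score both differing from the plate sample mean at a set confidence after two filtering rounds, in either direction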;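 also: slope of fluorescence scaled to starting intensity during 10 to 20 s after thallium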
L929 necroptosis: inhibitors of zVAD-triggered necroptosis, primary screen, L929 cells; L929 zVAD necroptosis rescue, ATP luminescence, 24 h; with zVAD 60 µM; viability rescue, % at 10 µM; actives 0.38% (n = 220,000);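 active = activation, scaled between plate controls, above about 75%, limit read from the data; inactive = activation under that limit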;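 also: 0% = zVAD with DMSO and 100% = DMSO alone without zVAD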
The depositor's hits bear a star; [ ] = dose if it differs, or a comment.

For COc1ccc(-c2coc3cc4oc(=O)c5ccccc5c4cc23)cc1F the results were PERK inh 1.0, Rad51 HR inh 0, EBV gp42 inh -11, TNF necrop inh -7.8, Calpain2 inh 1, Mdm2 ligase inh -1, eIF4E-4G inh -1, Cl transport mod -0.89 and L929 necroptosis -0.9.
Screening CCOC(=O)NC(Nc1sc2c(c1C(=O)OC)CCN(C)C2)(C(F)(F)F)C(F)(F)F returned PERK inh -0.2, Rad51 HR inh -4, EBV gp42 inh -15, TNF necrop inh 1.2, Calpain2 inh 6, Mdm2 ligase inh 9, eIF4E-4G inh 2, Cl transport mod 0.42 and L929 necroptosis -0.1.
`C=C(C)C(=O)Nc1cccc(C2=NOC3(C2)C[C@@H](C(N)=O)N(C(=O)[C@H]2CCC(=O)N2)C3)c1` (stereo partly specified) gave Rad51 HR inh -7, EBV gp42 inh -15, TNF necrop inh 0.6, Calpain2 inh 9, Mdm2 ligase inh 15, eIF4E-4G inh 4, Cl transport mod 0.0072 and L929 necroptosis 0.0.
O=C(c1cccc([N+](=O)[O-])c1)N1CCCN(C(=O)c2cccc([N+](=O)[O-])c2)CC1 was read as PERK inh 0.4, EBV gp42 inh 3, TNF necrop inh 4.0, Calpain2 inh 2, Mdm2 ligase inh -16, eIF4E-4G inh 1, Cl transport mod -0.45 and L929 necroptosis 1.1.
For COc1ccc(Cc2nnc(SCC(=O)NC(C)c3ccccc3)o2)cc1 (stereo unspecified) the results were PERK inh 0.0, Rad51 HR inh 3, EBV gp42 inh -17, TNF necrop inh -3.5, Calpain2 inh 15, Mdm2 ligase inh 1, eIF4E-4G inh -5 and L929 necroptosis 0.4.
Screening O=C(NN=C1C2CC3CC(C2)CC1C3)c1cccs1 returned PERK inh 1.2, Rad51 HR inh 4, EBV gp42 inh -22, TNF necrop inh 0.9, Calpain2 inh -3, eIF4E-4G inh 1 and L929 necroptosis 0.8.
For O=C(NNC(=O)c1cc(-c2ccc(Cl)c(Cl)c2)nc2ccccc12)Nc1ccccc1 the results were PERK inh 1.1, EBV gp42 inh 5, TNF necrop inh -13, Calpain2 inh -58, Mdm2 ligase inh -8, eIF4E-4G inh 1, Cl transport mod 0.035 and L929 necroptosis 0.5.
CCOc1cccc(-c2cc(C(=O)N3N=C(C)CC3(O)C(F)F)c3ccccc3n2)c1 (stereo unspecified) was read as PERK inh 0.0, Rad51 HR inh -9, EBV gp42 inh 6, TNF necrop inh 1.9, Calpain2 inh 19, Mdm2 ligase inh -5, eIF4E-4G inh 0, Cl transport mod -0.9 and L929 necroptosis 0.6.
Screening COC(=O)c1ccccc1NC(=O)CCS(=O)(=O)c1ccc(Br)s1 returned PERK inh -0.3, Rad51 HR inh -1, EBV gp42 inh -15, TNF necrop inh -0.1, Calpain2 inh 1, Mdm2 ligase inh 3, eIF4E-4G inh 0 and L929 necroptosis 0.1.
`COc1cc(C)c(Br)cc1S(=O)(=O)NCc1ccccc1` gave PERK inh -0.2, Rad51 HR inh -6, EBV gp42 inh -16, TNF necrop inh -0.3, Calpain2 inh -21, Mdm2 ligase inh -9, eIF4E-4G inh 1[fluorescence artefact?] and L929 necroptosis 0.0.
Screening Cc1cc(Cl)n2c(nc3ccccc32)c1C#N returned PERK inh -0.2, Rad51 HR inh 2, EBV gp42 inh -16, TNF necrop inh -18, Calpain2 inh -370, Mdm2 ligase inh -22, eIF4E-4G inh -3, Cl transport mod -1.8 and L929 necroptosis -2.8.
`c1ccc2[nH]c(-c3nc4ccccc4[nH]3)nc2c1` gave PERK inh 0.3, Rad51 HR inh 3, EBV gp42 inh 16, TNF necrop inh -4.0, Calpain2 inh -146, Mdm2 ligase inh -51, eIF4E-4G inh 9, Cl transport mod 0.18 and L929 necroptosis 1.4.
Screening CCNC(=S)N(Cc1ccc(OC)cc1)C1CC(=O)N(c2ccc(OCC)cc2)C1=O (stereo unspecified) returned PERK inh -0.8, Rad51 HR inh -8, EBV gp42 inh 9, TNF necrop inh -2.8, Calpain2 inh -1, Mdm2 ligase inh -1, eIF4E-4G inh 4 and L929 necroptosis -0.1.
CCCNC(=O)c1ccc(SCC(=O)N(CC)CC)c([N+](=O)[O-])c1 was read as PERK inh -0.3, Rad51 HR inh -5, EBV gp42 inh -9, TNF necrop inh -0.3, Calpain2 inh -21, Mdm2 ligase inh -6, eIF4E-4G inh -3, Cl transport mod 0.014 and L929 necroptosis 3.7.
For C=CCn1c(-c2csc(-c3ccc(Cl)cc3)n2)n[nH]c1=S the results were PERK inh 0.3, Rad51 HR inh 1, EBV gp42 inh -8, TNF necrop inh -5.2, Calpain2 inh -1, Mdm2 ligase inh -3, eIF4E-4G inh 0[fluorescence artefact?], Cl transport mod 2.5 and L929 necroptosis 0.8.
Cc1ccccc1Cn1nnc(-c2cccc(C(=O)O)c2)n1 was read as PERK inh -0.2, Rad51 HR inh -2, EBV gp42 inh -3, TNF necrop inh -0.8, Calpain2 inh -31, Mdm2 ligase inh -18, eIF4E-4G inh -7, Cl transport mod -0.016 and L929 necroptosis 0.7.
`COc1ccc2c(c1)-c1c(ssc1=S)C(C)(C)N2C(=O)CSC1=NCCS1` gave PERK inh 0.5, Rad51 HR inh 4, EBV gp42 inh 1, TNF necrop inh -1.6, Calpain2 inh -10, Mdm2 ligase inh -7, eIF4E-4G inh -12 and L929 necroptosis -0.2.
`C=CCN(CC=C)S(=O)(=O)c1ccc(NC(=S)NC(=O)/C=C/c2ccccc2)cc1` gave PERK inh -1.1, Rad51 HR inh -2, EBV gp42 inh -15, TNF necrop inh 1.4, Calpain2 inh -5, Mdm2 ligase inh -12, eIF4E-4G inh 2, Cl transport mod 0.079 and L929 necroptosis 1.3.
Screening CCOC(=O)C1CCN(C(=O)C2CCN(S(=O)(=O)c3cc(Cl)ccc3Cl)CC2)CC1 returned PERK inh -0.9, Rad51 HR inh -5, EBV gp42 inh -9, TNF necrop inh 0.7, Calpain2 inh -8, Mdm2 ligase inh -9, eIF4E-4G inh -4 and L929 necroptosis 0.1.
O=C(Nc1ccc2c(c1)OCO2)c1ccc(=O)[nH]n1 was read as PERK inh 0.9, Rad51 HR inh 11, EBV gp42 inh -10, TNF necrop inh -2.8, Calpain2 inh -11, eIF4E-4G inh 5, Cl transport mod -0.14 and L929 necroptosis -0.4.

Filtered by structure, the compounds so far with a nitro group on carbon (two)
O=C(c1cccc([N+](=O)[O-])c1)N1CCCN(C(=O)c2cccc([N+](=O)[O-])c2)CC1 was read as PERK inh 0.4, EBV gp42 inh 3, TNF necrop inh 4.0, Calpain2 inh 2, Mdm2 ligase inh -16, eIF4E-4G inh 1, Cl transport mod -0.45 and L929 necroptosis 1.1.
CCCNC(=O)c1ccc(SCC(=O)N(CC)CC)c([N+](=O)[O-])c1 was read as PERK inh -0.3, Rad51 HR inh -5, EBV gp42 inh -9, TNF necrop inh -0.3, Calpain2 inh -21, Mdm2 ligase inh -6, eIF4E-4G inh -3, Cl transport mod 0.014 and L929 necroptosis 3.7.

(more compounds)
`Cc1cccc(C)c1-n1c(C)nn(-c2ncc(C(F)(F)F)cc2Cl)c1=O` gave PERK inh 2.2, Rad51 HR inh 4, EBV gp42 inh -8, TNF necrop inh -0.5, Calpain2 inh 19, Mdm2 ligase inh -10, eIF4E-4G inh -4, Cl transport mod 0.12 and L929 necroptosis 2.5.
For CCOC(=O)C1=C(C)N(C)C(=O)NC1c1c(C)nn(-c2ccccc2)c1C (stereo unspecified) the results were PERK inh -0.4, Rad51 HR inh 6, EBV gp42 inh -10, TNF necrop inh -1.2, Calpain2 inh -7, Mdm2 ligase inh -12, eIF4E-4G inh -1[fluorescence artefact?], Cl transport mod -0.55 and L929 necroptosis 0.3.
`COc1ccc(NC(=O)c2cc(CN3C(=O)c4ccccc4C3=O)ccc2OC)cn1` gave PERK inh -0.3, Rad51 HR inh -5, EBV gp42 inh 0, TNF necrop inh -8.0, Calpain2 inh -20, Mdm2 ligase inh -10, eIF4E-4G inh -35, Cl transport mod -0.32 and L929 necroptosis 0.6.
For CCOc1ccc(N=C(/C(C(=O)C(=O)N2CCOCC2)=C(/O)c2ccccc2)c2ccccc2)cc1 the results were PERK inh 1.2, Rad51 HR inh -12, EBV gp42 inh -12, TNF necrop inh 2.5, Calpain2 inh 18, Mdm2 ligase inh -6, eIF4E-4G inh 1, Cl transport mod -0.49 and L929 necroptosis -0.5.
COc1cc(OC)cc(C(=O)N[C@H](C(=O)NCCc2c[nH]c3ccccc23)C(C)C)c1 was read as PERK inh -0.4, Rad51 HR inh -2, EBV gp42 inh -6, TNF necrop inh 0.0, Calpain2 inh -12, Mdm2 ligase inh -4, eIF4E-4G inh 1, Cl transport mod -0.06 and L929 necroptosis 3.4.
Cc1nn(C)cc1C(C(=O)NC1CCCCC1)N(C(=O)Cc1cccs1)c1ccc(F)cc1 (stereo unspecified) was read as PERK inh 0.1, Rad51 HR inh -9, EBV gp42 inh -6, TNF necrop inh -1.4, Calpain2 inh 16, Mdm2 ligase inh -19, eIF4E-4G inh -5[fluorescence artefact?], Cl transport mod 1.4 and L929 necroptosis -1.0.
`COc1cc(C2C(C(=O)OC(C)C)=C(C)Nc3ncnn32)cc(OC)c1OC` (stereo unspecified) gave PERK inh -0.5, Rad51 HR inh -2, EBV gp42 inh -8, TNF necrop inh -0.1, Calpain2 inh -9, Mdm2 ligase inh -10, eIF4E-4G inh -5 and L929 necroptosis -0.6.
`O=C(OC(C(=O)NCC1CCCO1)c1ccc(F)cc1)c1ccco1` (stereo unspecified) gave PERK inh 1.0, Rad51 HR inh -2, EBV gp42 inh -3, TNF necrop inh -0.3, Calpain2 inh 4, Mdm2 ligase inh -15, eIF4E-4G inh 2, Cl transport mod 1.3 and L929 necroptosis -0.2.
`CCOC(=O)c1ncn2c1C(=O)OC2(C)C` gave PERK inh 0.7, Rad51 HR inh -5, EBV gp42 inh -5, TNF necrop inh 0.3, Calpain2 inh 10, Mdm2 ligase inh -9, eIF4E-4G inh -1, Cl transport mod -0.039 and L929 necroptosis 3.9.
`CCOC(=O)Cn1c(CN2CCN(c3cccc(Cl)c3)CC2)nc2c1c(=O)[nH]c(=O)n2C` gave PERK inh -0.6, Rad51 HR inh 0, EBV gp42 inh -12, TNF necrop inh -0.7, Calpain2 inh -18, Mdm2 ligase inh -1, eIF4E-4G inh -1, Cl transport mod 0.29 and L929 necroptosis -0.2.
Screening CCc1ccc2oc(=O)cc(CN(C)Cc3ccccc3)c2c1 returned PERK inh -0.2, Rad51 HR inh 1, EBV gp42 inh -27, TNF necrop inh -3.9, Calpain2 inh 23, Mdm2 ligase inh -19, eIF4E-4G inh -1, Cl transport mod -1.1 and L929 necroptosis -0.2.
